Screening results from PubChem.
Tn7 DDE FP = disrupts Tn7 cyclic peptide binding to fibrin D-Dimer-E complex. FP displacement of FITC-Tn7 peptide from fibrin DD(E); 0% = median of compound wells per plate. P02675. 370,000 compounds, 0.13% hits. inhibition, % at 8.3 µM;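 active means inhibition above the mean of compounds falling within the control limits plus 3 SD of them, cut at about 14% in these data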;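 further: 0% = plate median of compound wells and 100% = 10 µM Aha-Tn7 peptide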
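Assay system: Human fibrin DD(E) protein | Medium: Tris buffer with calcium and detergent, pH 7.8 | Reagent: 0.1 µM fluorescent Tn7 | Compound dosing: Single point at 8.3 µM | Times: 10 min preincubation, 3 h with tracer, room temperature | Detection: Fluorescence polarization of the labelled Tn7 tracer | Controls: Aha-Tn7 high control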
DDE Tn6 FP inh = DD(E)-Tn6 binding inhibition, primary FP screen; Fibrin DD(E) TRITC-Tn6 fluorescence polarization displacement; inhibition, % at 8.3 µM; 370,000 compounds, 0.21% hits; AID 720509;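 active means inhibition above a per-campaign cutoff: mean of compounds within control limits plus 3 SD, cut at about 15% in these data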;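 further: 0% = median of all compound wells on the plate and 100% = blocking peptide control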
TDP2 inh = blocks human TDP2 phosphodiesterase activity. recombinant TDP2, T5PNP hydrolysis, p-nitrophenol absorbance 415 nm. inhibition, % at 12.8 µM. 370,000 compounds, 0.34% hits;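 active means inhibition above the mean of all tested compounds plus 3 SD, set per campaign, cut at about 25% in these data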;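 further: 0% = DMSO with enzyme and 100% = buffer with substrate but no TDP2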
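Assay system: recombinant human TDP2 / Reagent: T5PNP substrate at 5 mM, a TopII-DNA adduct mimic / Measured by: epi absorbance from released p-nitrophenol / Evaluation: % inhibition relative to enzyme-containing and enzyme-free wells / Control set: enzyme-free and DMSO wells / Replicates: each compound tested once, singlicate / Schedule: enzyme reaction with compound for 2 h at 37 °C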
LEDGF integ inh = blocks HIV-1 LEDGF/p75-dependent DNA integration; TR-FRET IN-LEDGF/p75 DNA integration, Eu/Cy5; AID 743269; 370,000 compounds, 0.64% hits; inhibition, % at 3.7 µM;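 active means inhibition above the screen-wide mean plus 3 SD, cut at about 13% in these data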;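 further: signal is the Cy5 over europium emission ratio at 671 and 618 nm; 0% = plate median of compound wells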
TCR-CD3 inh = human TCR-CD3 binding inhibition. TAMRA-labeled TCR probe fluorescence, biochemical. inhibition, % at 9.4 µM. 360,000 compounds, 0.37% hits. AID 651800; in the data active means inhibition above about 19%;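 further: recombinant mutant TCR 2C K166C tagged with TAMRA read by polarization; 0% = receptor in buffer alone and 100% = receptor with positive control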
KLK7 zymogen act = activators of human kallikrein-7 zymogen. P49862. 370,000 compounds, 0.9% hits. activation, % at 7 µM. purified proKLK7, EDANS-DABCYL substrate fluorescence; 100% is mature enzyme control, 0% vehicle;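 active means activation above the mean of all tested compounds plus 3 SD, computed per campaign excluding outliers beyond control limits, cut at about 13% in these data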
Target sequence (P49862 whole entry, looked up): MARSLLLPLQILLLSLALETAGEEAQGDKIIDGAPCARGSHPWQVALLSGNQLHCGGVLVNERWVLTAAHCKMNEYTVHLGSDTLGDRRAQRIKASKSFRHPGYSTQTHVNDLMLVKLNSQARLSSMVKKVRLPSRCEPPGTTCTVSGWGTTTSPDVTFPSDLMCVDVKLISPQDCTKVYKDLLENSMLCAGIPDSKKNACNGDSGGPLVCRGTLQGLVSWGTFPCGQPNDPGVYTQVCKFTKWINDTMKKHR
PRMT1 inh = inhibitors of human PRMT1; Q99873; recombinant PRMT1, activity-based probe fluorescence polarization; inhibition, % at 2.79 µM; 370,000 compounds, 1.3% hits;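 active means inhibition above about 21% made by adding two undisclosed values, limit read from the data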
UHRF1 binding = UHRF1 methyl-DNA binding inhibition; Q96T88; UHRF1 binding to methylated oligo, TR-FRET; inhibition, % at 4.4 µM; 370,000 compounds, 0.75% hits; AID 687016; in the data active means inhibition above about 21%;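 further: UHRF1 SRA domain binding a hemimethylated CpG hairpin DNA probe; 0% = median of test compound wells and 100% = reference inhibitor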
Target sequence (Q96T88 whole entry, looked up, the tested form may be a part): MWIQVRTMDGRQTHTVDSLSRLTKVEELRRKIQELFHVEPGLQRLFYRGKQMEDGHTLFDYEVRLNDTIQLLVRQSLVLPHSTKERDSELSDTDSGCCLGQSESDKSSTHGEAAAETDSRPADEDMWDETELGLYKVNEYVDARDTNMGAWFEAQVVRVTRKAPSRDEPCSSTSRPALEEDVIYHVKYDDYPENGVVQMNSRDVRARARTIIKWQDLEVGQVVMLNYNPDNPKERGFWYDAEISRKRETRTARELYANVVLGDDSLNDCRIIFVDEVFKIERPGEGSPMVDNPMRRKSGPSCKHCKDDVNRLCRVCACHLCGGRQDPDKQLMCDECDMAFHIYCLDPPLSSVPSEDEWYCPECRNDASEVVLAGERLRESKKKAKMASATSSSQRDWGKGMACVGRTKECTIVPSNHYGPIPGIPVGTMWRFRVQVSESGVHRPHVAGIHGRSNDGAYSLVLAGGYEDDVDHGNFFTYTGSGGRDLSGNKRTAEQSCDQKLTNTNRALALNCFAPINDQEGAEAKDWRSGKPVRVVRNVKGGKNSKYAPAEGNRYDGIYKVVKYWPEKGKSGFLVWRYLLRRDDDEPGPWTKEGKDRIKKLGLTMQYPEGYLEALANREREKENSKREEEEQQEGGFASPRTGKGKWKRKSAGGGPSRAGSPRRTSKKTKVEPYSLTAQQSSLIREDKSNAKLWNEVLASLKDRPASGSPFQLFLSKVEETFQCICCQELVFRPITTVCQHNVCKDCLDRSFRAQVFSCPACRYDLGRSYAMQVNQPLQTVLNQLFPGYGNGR
MBD2 inh = MBD2-methylated oligo binding inhibition. 370,000 compounds, 0.31% hits. AID 686964. inhibition, % at 4.4 µM. Q9UBB5. TR-FRET, MBD2 binding to methylated oligonucleotide; in the data active means inhibition above about 13%
SIAE inh = inhibitors of human sialic acid acetylesterase SIAE | Q9HAT2 | SIAE FP-Rh probe binding, fluorescence polarization | inhibition, % at 9.66 µM | 370,000 compounds, 0.69% hits | AID 1053197;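 active means inhibition above a cutoff: mean of compounds within the control limits plus 3 SD of those, cut at about 17% in these data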;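 further: 0% = plate median of compound wells and 100% = probe without SIAE protein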
Numbers without * were called inactive; . = not tested or not shown.

No. | SMILES | PRMT1 inh | UHRF1 binding | KLK7 zymogen act | TDP2 inh | DDE Tn6 FP inh | SIAE inh | LEDGF integ inh | MBD2 inh | TCR-CD3 inh | Tn7 DDE FP
1 | CCOC(=O)C1CCCN(C2CC(=O)N(c3ccc(NC(C)=O)cc3)C2=O)C1 (stereo unspecified) | 37* | 6 | -0.2 | -16 | 6 | -6 | -5 | 7 | -7 | -4
2 | COC(=O)CCn1nc(-c2ccc(Cl)cc2)c2ccccc2c1=O | 0 | 3 | 0.0 | -5 | -2 | -2 | 1 | 4 | -1 | -2
3 | Cc1ccnc(NC(=O)c2ccc3c(c2)S(=O)(=O)c2ccccc2C3=O)c1 | -1 | 0 | -0.7 | 3 | -1 | -1 | -2 | -4 | -1 | -2
4 | CC(Sc1ccc(S(=O)(=O)N(C)C)cn1)C(=O)NC1CCCC1 (stereo unspecified) | 9 | 9 | -0.6 | -2 | -4 | 6 | 1 | 2 | -6 | 4
5 | O=c1[nH]c(SCc2ccc(Cl)cc2)nc2[nH]ncc12 | -5 | -1 | -0.1 | 7 | 6 | 2 | -1 | -1 | 8 | 1
6 | CCOc1ccc2[nH]c(=O)c(CN(Cc3ccc(F)cc3)C(=O)c3ccco3)cc2c1 | 4 | -3 | -5.1 | 3 | -7 | -2 | 1 | 2 | -4 | 3
7 | O=C(NCCNC1CCCCC1)c1ccco1 | 0 | -1 | 0.1 | 0 | 5 | -1 | 6 | -2 | 6 | -7
8 | O=C(O)c1cccc2c1C(=O)c1ccc(-c3ccc(OC(F)(F)F)cc3)cc1S2(=O)=O | -1 | 1 | 2.7 | 12 | 1 | -2 | 2 | 3 | 4 | 12
9 | Cc1ccc(-c2nn3c(C)nnc3s2)cc1NC(=O)COc1ccc(Cl)cc1 | 4 | 1 | 0.4 | -5 | -5 | 1 | 0 | 5 | 0 | 2
10 | CCC(C)C(=O)Nc1nc(C)c(-c2csc(Nc3cc(OC)ccc3OC)n2)s1 (stereo unspecified) | 3 | -1 | -0.8 | 1 | -2 | 13 | -1 | -2 | -1 | -5
11 | Cc1nn(-c2ccc(F)cc2)c(N)c1C1(O)C(=O)Nc2ccccc21 (stereo unspecified) | -1 | -1 | -0.2 | 3 | -2 | 1 | 4 | -1 | -2 | 2
12 | Cc1nn(Cc2ccc(Cl)cc2)c(C)c1N | 1 | 1 | 0.7 | -4 | -3 | 0 | 0 | 2 | -2 | -1
13 | O=C1c2ccccc2C(=O)N1COc1ccc(S(=O)(=O)N2CCOCC2)cc1[N+](=O)[O-] | 1 | 0 | -0.2 | -11 | 10 | 8 | 3 | -6 | -6 | 1
14 | CCCCNC(=O)CCn1c(=O)c2ccccc2n(Cc2ccc(F)cc2)c1=O | 2 | -2 | 0.4 | -2 | 4 | -1 | 0 | 3 | 9 | -5
15 | CC(C)(C)c1nc2scc(-c3cccs3)c2c(=O)o1 | -2 | 0 | -0.5 | 0 | -7 | 1 | 4 | 7 | -1 | -3
16 | COc1ccc(-c2csc3ncnc(Cl)c23)cc1 | 5 | -3 | -0.4 | 0 | 1 | 0 | -1 | 4 | -9 | -2
17 | Cc1cc(C)c2nc(NNC(=O)c3cc(-c4cccs4)nc4ccccc34)sc2c1 | 5 | 0 | 13* | 1 | -16 | -1 | -4 | -5 | -6 | -2
18 | CC(C)(O)c1cc2ccc(C#Cc3ccsc3)cc2c(=O)o1 | 0 | 1 | -5.6 | 6 | -5 | -8 | 2 | 1 | 4 | 6
19 | CCN1C(=O)[C@H]2[C@@H](c3ccc(-c4cccc(Cl)c4)c(OC)c3)N3CCCC[C@@]3(C(=O)OC)[C@H]2C1=O | 2 | -2 | 1.2 | -13 | 2 | -4 | 0 | 2 | -9 | 2
20 | CC(=O)OC1CCC2(C)C(=CCC3C2CCC2(C)C3CC3OC4(CCC(C)CN4)C(C)C32)C1 (stereo unspecified) | -5 | 1 | -0.1 | -13 | 1 | -5 | 5 | -5 | -13 | 4
21 | Cc1ccccc1N1C(=O)c2ccccc2NC1c1ccncc1 (stereo unspecified) | 1 | 0 | 2.6 | 6 | 0 | 0 | 2 | 2 | 6 | -4
22 | O=C(CN1C(=O)/C(=C/c2ccccc2)SC1=S)N1CCN(CCc2ccccn2)CC1 | 8 | -3 | 0.2 | -5 | -3 | 6 | -4 | 0 | -9 | 0
23 | Cc1ccc(C)c(N2CCN(C(=O)CCS(=O)(=O)c3ccc4c(c3)CCN4C(=O)C3CC3)CC2)c1 | -4 | 1 | -0.7 | -11 | 0 | 5 | 3 | -6 | 2 | 0
24 | O=C(N/N=C/c1ccc[nH]1)c1cc(-c2cccs2)nc2ccccc12 | 3 | 0 | -12 | -2 | 2 | 0 | -10 | 0 | -1 | 5
25 | N#Cc1c(NC(=O)CSc2n[nH]c(Cc3ccccc3)n2)oc(-c2ccccc2)c1-c1ccccc1 | 0 | 0 | -0.8 | 6 | 1 | -76 | -4 | -1 | 0 | 2
26 | CC(=O)NC(c1cccc(F)c1)c1nc(-c2ccoc2)cs1 (stereo unspecified) | -1 | 0 | 0.3 | 5 | -5 | -4 | 4 | -3 | 1 | 0
27 | CC1(C)Cn2c(nnc2-c2ccccc2)S1 | -3 | -1 | 0.5 | -6 | 6 | 7 | 2 | -4 | -6 | -4
28 | O=C(CN(C(=O)CCC(=O)Nc1nccs1)c1cccc(F)c1)NCc1ccc(F)cc1 | 2 | 0 | -0.2 | -11 | 2 | -8 | -2 | -4 | 6 | 2
29 | Cc1cc(C)c(S(=O)(=O)N(C)CC(=O)NCC2CCCO2)c(C)c1 (stereo unspecified) | 0 | 4 | -0.7 | -1 | 2 | 4 | -8 | 2 | -6 | 8
30 | Cc1cc(Cl)ccc1OCC(=O)Nc1ccc2oc(=O)ccc2c1 | -5 | -2 | -0.7 | -12 | 1 | -19 | -4 | 1 | 7 | -3
31 | COc1ccc2c3c([nH]c2c1)[C@]1(NCC3)C(=O)N(C)c2ccc(Cl)cc21 | -7 | 7 | 0.4 | -5 | 1 | 2 | 4 | -2 | . | 1
32 | CCN1CCN(S(=O)(=O)c2ccc(Cl)c(C(=O)NC3CCCCC3)c2)CC1 | 7 | -1 | 0.6 | -5 | 5 | 6 | -2 | 1 | -3 | 1
33 | O=C(COC(=O)c1cc[n+]([O-])cc1)Nc1ccc(SC(F)F)cc1 | 28* | 0 | 0.3 | -7 | 2 | -9 | 0 | -2 | 2 | 2
34 | O=C(N/N=C1\C2CN3CCN(C2)CC1(c1ccccc1)C3)c1ccc(F)cc1 | -1 | -3 | 0.3 | 5 | -15 | 8 | -2 | -1 | 7 | -5
35 | O=C(Cc1cccs1)N1CCN(c2ccc(F)cc2)CC1 | -6 | 0 | 0.1 | 10 | 5 | 2 | -1 | -2 | -3 | 4
36 | Cc1ccc(CNC(=O)CCCc2c[nH]c3ccccc23)cc1 | -2 | -1 | 0.2 | 4 | 4 | 5 | 1 | 0 | 3 | -6
37 | CN1CCCN(C(=O)CNC(=O)Cc2ccccc2)CC1 | -1 | 2 | 0.5 | -2 | -3 | -3 | 2 | -2 | 4 | -1
38 | Cc1nnc(NC(=O)CCS(=O)(=O)Cc2ccccc2)s1 | 2 | -4 | 0.6 | 10 | 4 | 7 | 3 | -2 | 2 | -5
39 | C/C(=N\Nc1nc2ccccc2s1)c1ccc2c(c1)OCO2 | 6 | 2 | -0.9 | -1 | 4 | 2 | 1 | 5 | -10 | 1
40 | CCCS(=O)(=O)NC(=O)C1(C)CCCN(C(=O)COc2ccccc2)C1 (stereo unspecified) | -1 | 5 | -0.2 | 3 | -6 | -2 | -2 | 4 | 6 | -3

Next section, overlapping the part above by two compounds.
No. | SMILES | PRMT1 inh | UHRF1 binding | KLK7 zymogen act | TDP2 inh | DDE Tn6 FP inh | SIAE inh | LEDGF integ inh | MBD2 inh | TCR-CD3 inh | Tn7 DDE FP
39 | C/C(=N\Nc1nc2ccccc2s1)c1ccc2c(c1)OCO2 | 6 | 2 | -0.9 | -1 | 4 | 2 | 1 | 5 | -10 | 1
40 | CCCS(=O)(=O)NC(=O)C1(C)CCCN(C(=O)COc2ccccc2)C1 (stereo unspecified) | -1 | 5 | -0.2 | 3 | -6 | -2 | -2 | 4 | 6 | -3
41 | O=c1[nH]c(CSc2nc3ccccc3s2)nc2ccccc12 | 7 | 2 | -0.5 | -3 | -1 | -9 | 4 | 2 | -5 | 0
42 | Cc1ccc(C(O)c2nc3ccccc3n2C)cc1 (stereo unspecified) | -2 | -2 | -0.4 | 12 | 4 | 0 | -1 | 1 | -5 | -1
43 | CCc1cc(C(=O)N/N=C/c2ccc(O)cc2)c2ccccc2n1 | 3 | -1 | -0.4 | 6 | 8 | 6 | -5 | 0 | 0 | 2
44 | CCOC(=O)c1nncc(-c2ccccc2)n1 | -1 | -4 | -0.4 | 4 | 10 | -1 | -2 | 0 | 5 | 0
45 | c1ccc(Cn2c(CNc3nc4ccccc4n3CCN3CCOCC3)nc3ccccc32)cc1 | -2 | 0 | 0.4 | -9 | 2 | 1 | -1 | 0 | 4 | -2
46 | CN(c1ccc(OCC(=O)OCC(=O)NCc2ccco2)cc1)S(=O)(=O)c1ccc2ccccc2c1 | -4 | -2 | 0.0 | 2 | -8 | -14 | 4 | 0 | 8 | 2
47 | COc1ccc(/C=N/NC(=S)Nc2ccccc2)cc1COc1ccc(Br)cc1 | -2 | 0 | -0.3 | 1 | 2 | 5 | 1 | 1 | 4 | 5
48 | O=C(NCc1ccco1)C(c1cccs1)N(Cc1ccccc1)C(=O)Cn1nnc2ccccc21 (stereo unspecified) | 1 | -5 | 0.6 | 2 | 2 | 3 | 3 | -2 | 6 | 2
49 | CCC1(C2=CCCCC2)C(=O)NC(=S)N=C1N (stereo unspecified) | 0 | 1 | 0.2 | 8 | 2 | 9 | -2 | -3 | 4 | 8
50 | CC(=O)NCCc1ccc(S(=O)(=O)NCc2ccc3c(c2)OCO3)cc1 | 0 | 0 | -0.6 | -3 | 0 | 0 | 2 | 7 | -14 | 2
51 | CC(=O)Oc1ccc(C(=O)NCc2ccco2)cc1 | 0 | -2 | -0.2 | -1 | 8 | -2 | 3 | 5 | -2 | -2
52 | CN(C(=O)CSc1nnc(Cc2cccs2)n1C1CC1)C1CCS(=O)(=O)C1 (stereo unspecified) | -1 | 1 | -0.6 | 5 | 6 | -2 | 1 | -1 | -1 | -2
53 | O=C(N/N=C/c1ccc(O)cc1)c1nc(-c2ccccc2)n(-c2ccccc2)n1 | -1 | -3 | 0.2 | -4 | -2 | 5 | 0 | -3 | 13 | -3
54 | Cc1ccc(S(=O)(=O)NC(=O)C2(C)CCN2C(=O)Cc2ccc(C(C)(C)C)cc2)cc1 (stereo unspecified) | 1 | 1 | -0.4 | 1 | 1 | 4 | 1 | 0 | -1 | 2
55 | O=C(N/N=C/c1coc2ccccc2c1=O)c1ccc(Cl)cc1 | 0 | -1 | -0.5 | 4 | 2 | 0 | 2 | -4 | -3 | 0
